NS3 helicase inh: inhibitors of HCV NS3 helicase, primary screen, biochemical, Cy5 molecular beacon fluorescence; Hepatitis C virus NS3 helicase; NS3 helicase DNA unwinding; inhibition, % at 10.9 µM; 0.56% of 290,000 active;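 active = inhibition above the mean of all tested compounds plus 3 SD, set per campaign, cut at about 35% in these data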;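 note: 0% = DMSO wells and 100% = thioflavine S control wells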
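test system = hepatitis C virus NS3 helicase domain fragment enzyme | reagent = annealed dual-labelled DNA beacon duplex, ATP-started | times = 1 h at 25 °C | detection = Cy5 fluorescence, 0 and 60 min reads | read-out basis = percent inhibition from t60/t0 fluorescence ratio | control set = DMSO and thioflavine S | replication = one well per compound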
IMP-1 inh: IMP-1 metallo-beta-lactamase inhibitors, primary screen, biochemical, epi-absorbance readout, Pseudomonas aeruginosa enzyme. metallo-beta-lactamase IMP-1 (Pseudomonas aeruginosa). purified IMP-1, nitrocefin hydrolysis, epi-absorbance fluorescence. inhibition, % at 5.6 µM. 0.45% of 290,000 active. AID 1556, 2009;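 active = inhibition above the mean plus 3 SD of all compounds in the same screening run, cut at about 4.5% in these data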;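 note: 0% = IMP-1 with DMSO and 100% = DMSO wells lacking enzyme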
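System – purified recombinant IMP-1 beta-lactamase · Input – IMP-1 dispensed at 0.2 nM · Timing – 15 min preincubation plus 25 min reaction at 25 °C · Signal – Epi-absorbance fluorescence, 480 nm excitation, 530 nm emission · Measure – percent IMP-1 inhibition derived from blank-referenced optical density · Controls – Enzyme-plus-DMSO low control, enzyme-free DMSO high control · Replication – singlicate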
pCIP destab: p/CIP-EGFP fusion destabilizers, primary screen, fluorescence, F442A cells | Q05BA5 | 16 h | decrease of EGFP signal, % at 10 µM | 0.01% of 290,000 active;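 active = EGFP signal decrease of at least 30% at 10 µM or well 3 SD below plate mean, unless failing retest; inactive = the rest, including hits failing retest or dose response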; note: some compounds called inactive have numbers as strong as hits; many of its hits are not listed in these tables
VIM-2 inh: VIM-2 metallo-beta-lactamase inhibitors, primary screen, biochemical, epi-absorbance readout, Pseudomonas aeruginosa enzyme; purified VIM-2, nitrocefin hydrolysis, epi-absorbance fluorescence; inhibition, % at 5.6 µM; 0.89% of 290,000 active; AID 1527, 2009;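 active = inhibition above the mean of all tested compounds plus 3 SD, cutoff set per screening run, cut at about 7.5% in these data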;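 note: red hydrolysis product quenches plate fluorescence so inhibitors raise well fluorescence; 0% = enzyme with DMSO and 100% = DMSO without enzyme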
SUMO HTRF inh: inhibitors of in vitro SUMOylation cascade, primary screen, biochemical, HTRF, uHTS. HTRF SUMOylation assay, SAE1/SAE2 + UBC9. 0.36% of 290,000 active. inhibition, % at 35 µM; in the data active = inhibition above about 50%, passing the limit was not always enough; note: strong numbers were not always called active
Target sequence (P63279 whole entry, looked up): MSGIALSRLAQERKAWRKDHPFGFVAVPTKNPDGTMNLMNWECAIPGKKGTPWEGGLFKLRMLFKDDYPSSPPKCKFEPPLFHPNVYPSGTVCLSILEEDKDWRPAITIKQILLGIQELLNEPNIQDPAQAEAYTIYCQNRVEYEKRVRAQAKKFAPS
CRFR2-BP antag: antagonists of CRF-BP/CRF-R2 complex, primary screen, cell-based, HEK293, calcium dye fluorescence, uHTS; CRF-induced calcium fluorescence; inhibition, % at 11.8 µM; 0.59% of 350,000 active; AID 588475, 2011;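 active = inhibition of the ligand-induced calcium signal above about 50% at the single tested concentration, limit read from the data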
IDE act: human IDE activators in live cells, primary screen, fluorescence polarization, HEK cells, FAbeta-B substrate. Insulin-degrading enzyme (Homo sapiens), P14735. activation, % at 5.96 µM. FAbeta-B cleavage; 0% vehicle, 100% cell-free pure enzyme wells. AID 493087, 2011. 0.073% of 340,000 active;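 active = activation above the mean of all tested compounds plus 3 SD, set per screening campaign, cut at about 17% in these data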
IDE cell inh: human IDE inhibitors in live cells, primary screen, fluorescence polarization, HEK cells, FAbetaB substrate; Insulin-degrading enzyme (Homo sapiens), P14735; FAbetaB cleavage; inhibition, % at 5.59 µM; 0.41% of 320,000 active; AID 434962, 2010;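 active = percent inhibition above the average of all tested compounds plus 3 SD, set per screening campaign, cut at about 16% in these data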;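 note: IDE supplied by intact live HEK cells; FP after avidin binding of uncleaved biotin substrate so inhibition keeps polarization high; 0% = DMSO wells and 100% = 60 µM reference IDE inhibitor Ii1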
GalR3 antag: GalR3 antagonists in HEK293 cells, primary screen, cell-based, fluorescence readout. Galanin receptor type 3 (Homo sapiens), O60755. HEK293 GalR3-CNG cAMP membrane potential fluorescence; galR3 body fused to GalR1 C-terminus. inhibition, % at 3 µM. 0.44% of 360,000 active. AID 651719, 2012;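 active = inhibition above the screen-wide average plus 3 SD, cut at about 13% in these data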;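 note: forskolin and galanin both at EC90 stimulate the cells; cAMP rise reported by CNG channel membrane potential dye signal; 0% = forskolin plus galanin with DMSO and 100% = forskolin alone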
Target sequence (O60755 1-299 limits assumed): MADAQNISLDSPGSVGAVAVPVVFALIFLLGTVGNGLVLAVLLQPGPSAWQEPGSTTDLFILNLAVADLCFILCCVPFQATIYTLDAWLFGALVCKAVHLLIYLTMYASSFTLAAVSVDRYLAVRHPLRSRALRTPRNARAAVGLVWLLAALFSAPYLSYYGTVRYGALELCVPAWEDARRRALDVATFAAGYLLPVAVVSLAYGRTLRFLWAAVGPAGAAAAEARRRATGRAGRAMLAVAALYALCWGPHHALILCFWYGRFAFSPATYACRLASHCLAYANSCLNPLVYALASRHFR
The depositor's hits bear a star; nt = no result given.

VIM-2 inh	CRFR2-BP antag	GalR3 antag	pCIP destab	SUMO HTRF inh	IDE cell inh	IDE act	NS3 helicase inh	IMP-1 inh	molecule
-2.7	17	-3	-8	2	0	6	16	-3.6	COc1ccc(/C(N)=N/OC(=O)c2ccc(OC)c([N+](=O)[O-])c2)cc1OC
0.8	-22	0	-15	18	6	-9	7	0.4	O=C(O)c1cccc(OCc2ccccc2Cl)c1
0.0	4	-5	-2	-1	0	2	-3	-2.4	CCOC(CNC(=O)CCc1c(C)nc2ncnn2c1C)OCC
-0.9	30	-1	6	-6	6	-3	-4	-0.3	Cc1ccc(CNC(=O)CSc2ccc(-c3cccs3)nn2)cc1
-2.9	11	-5	-15	-13	-1	7	0	-3.0	Cc1ccc(N(C(=O)c2csnn2)C(C(=O)NC(C)(C)C)c2cccnc2)cc1C (stereo unspecified)
-3.1	6	-2	9	15	3	-24	4	-1.8	O=C(CN1C(=O)NC2NC(=O)NC21)N/N=C/c1ccccc1O (stereo unspecified)
-2.2	-6	-2	-1	-5	0	-1	3	-3.5	Cc1ccccc1-n1c(SCC(=O)c2cc(C)n(C)c2C)nnc1-c1ccncc1
-0.7	-11	-1	3	10	0	4	-2	-2.9	COC(=O)COc1ccc(C)cc1-n1nc2ccccc2n1
-0.3	-13	-1	-4	2	2	1	-4	0.4	COc1cccc(CNC(=O)c2ccc(NC(=O)C3CCCO3)cc2)c1 (stereo unspecified)
-2.6	-7	-11	-12	3	-1	-3	2	-2.5	COc1ccc(/C=C(/CC(=O)NCc2ccc(Cl)cc2)c2nc3ccccc3s2)cc1
-6.2	7	-1	3	5	2	-2	6	-3.2	COc1ccccc1CN1C[C@@H]2C[C@@H](c3cccc(C)n3)N3CCC[C@@]23C1=O
nt	-2	-5	nt	nt	12	-2	nt	nt	COc1ccc(OCC(=O)NCc2n[nH]c(=O)c3ccccc23)cc1
-3.2	-12	-4	0	5	-1	2	-6	-3.2	CCOC(=O)CCn1cc(F)c(=O)[nH]c1=O
-2.7	24	-5	-11	-7	-1	1	-17	0.0	N#Cc1c(C#N)c(-c2ccccc2)n(-c2ccccc2)c1N
-1.3	-1	-3	-5	5	-2	1	-17	-2.9	O=[N+]([O-])c1cccc2c(N3CCCC3)ccnc12
-2.5	15	-3	-2	2	-2	1	2	-3.3	N#Cc1ccc(CO/N=C/c2ccccc2)cc1
-1.4	27	-10	6	-4	0	-5	14	-8.4	Cc1noc(NS(=O)(=O)c2ccc(NC(=O)CSc3nc4ccccc4s3)cc2)c1C
1.1	-26	9	-12	-12	1	2	1	-0.1	O=c1[nH]c2c(s1)C=Nc1ccccc1N2
nt	-6	-5	nt	nt	-5	3	nt	nt	Cc1cc(C)cc(NC(=O)COc2coc(CN3CCN(c4ccccc4)CC3)cc2=O)c1
1.3	18	-6	13	5	7	-17	9	0.0	CCCC1NC(=O)NC(C)=C1C(=O)OCC (stereo unspecified)
nt	0	1	nt	nt	2	4	nt	nt	CCN(CC(=O)Nc1ccc(OC)cc1)C(=O)c1cc(S(=O)(=O)N(C)C)ccc1N1CCCC1
-1.3	-32	-5	-7	32	-5	3	-4	-3.4	CCC(C)(C)n1nnnc1C(c1cc2ccc(C)cc2[nH]c1=O)N(Cc1cccnc1)Cc1ccco1 (stereo unspecified)
-1.7	32	-6	-6	-12	-6	1	-9	-1.4	O=C(NCCOc1cccc(Oc2ccccc2)c1)c1cc(-n2cnnc2)ccc1Cl
-3.7	7	-3	6	-2	1	-2	8	-3.3	Cc1ccccc1OCc1nc2c3c(ncn2n1)-c1ccccc1CC31CCCC1
-1.6	-6	6	-5	3	1	6	3	-2.0	Cc1ccc(N(C(=O)CNC(=O)c2ccco2)C(C(=O)NC2CCCC2)c2ccncc2)c(C)c1 (stereo unspecified)
1.0	-62	0	-3	-16	0	-1	-10	-2.6	CN1C(=O)C(c2nnc(Nc3cccc4ccccc34)s2)C2CC1(C)Oc1ccccc12 (stereo unspecified)
-2.2	4	-3	8	17	-4	0	2	31*	COc1ccc(/C=N/NC(=O)CN(C)S(=O)(=O)c2ccc(NC(C)=O)cc2)cc1
-4.3	-7	1	-4	-5	-3	2	0	-4.2	Cc1ccc(/C=N/NC(=O)c2cc(C)oc2C)o1
-4.0	27	7	-2	-7	4	0	0	-2.3	O=C(NCCc1ccccc1)C1CCC(Cn2c(=O)c3ccccc3n(Cc3cccnc3)c2=O)CC1 (stereo unspecified)
-5.0	9	-1	-4	3	1	1	-8	-4.9	CCOC(=O)Cn1c(=O)oc2cc(S(=O)(=O)NCCc3ccc(C)cc3)ccc21

Taken from the entries so far (two entries):
VIM-2 inh	CRFR2-BP antag	GalR3 antag	pCIP destab	SUMO HTRF inh	IDE cell inh	IDE act	NS3 helicase inh	IMP-1 inh	molecule
-2.2	4	-3	8	17	-4	0	2	31*	COc1ccc(/C=N/NC(=O)CN(C)S(=O)(=O)c2ccc(NC(C)=O)cc2)cc1
-4.3	-7	1	-4	-5	-3	2	0	-4.2	Cc1ccc(/C=N/NC(=O)c2cc(C)oc2C)o1

The listing continues.
VIM-2 inh	CRFR2-BP antag	GalR3 antag	pCIP destab	SUMO HTRF inh	IDE cell inh	IDE act	NS3 helicase inh	IMP-1 inh	molecule
-2.5	-1	-2	-2	7	5	6	19	-4.7	S=C(N/N=C/c1ccco1)NC1CC2CCC1C2 (stereo unspecified)
nt	-8	1	nt	nt	9	-1	nt	nt	CCCCn1c(N)c(N(CC(C)C)C(=O)CSc2ccccc2C)c(=O)[nH]c1=O
-1.2	9	-4	-7	-6	-3	3	-4	-0.8	CCOc1ccccc1NC(=O)C(OC(=O)c1ccccc1)c1ccccc1 (stereo unspecified)
-1.8	-14	nt	-5	-2	3	3	-3	-2.1	CCc1nnc(NC(=O)c2ccc(S(=O)(=O)N(CC)CC)cc2)s1
nt	13	-5	nt	nt	1	0	nt	nt	Cc1ccc(CNC(=O)C2CC(=O)N(C3CCCC3)C2)cc1 (stereo unspecified)
-0.5	32	0	-3	28	0	6	10	-2.4	CN1C(=O)/C(=C\c2cc(N=Nc3ccccc3)ccc2O)SC1=S
-0.6	11	4	-8	2	3	-3	-6	-3.0	CC(=O)c1cccc(NC(=O)CCNS(=O)(=O)c2cccc3nsnc23)c1
-4.4	7	0	-2	5	1	-1	6	-2.9	Cc1ccc2oc(=O)n(CCOc3ccccc3)c2c1
-2.4	-5	-8	-4	-11	nt	4	-1	-2.9	O=C(COC(=O)C1CCCCC1)NCCc1ccccc1
nt	0	-4	nt	nt	0	1	nt	nt	O=C(COC(=O)c1cc[n+]([O-])cc1)NC(=O)c1ccc(OC(F)F)cc1
nt	0	-6	nt	nt	4	-2	nt	nt	CCCCn1c(N)c(N(CCC(C)C)C(=O)C2CCCC2)c(=O)[nH]c1=O
-1.6	11	nt	-2	-1	-5	4	-2	-2.9	COc1ccc(Cl)cc1S(=O)(=O)N1CCN=C1C
2.9	1	0	9	13	5	8	3	-2.1	COc1ccc(-c2nn(C)c3sc(C(=O)N4CCOCC4)cc23)cc1OC
-2.8	2	-4	0	-5	-7	3	0	-1.6	COc1ccc(NS(=O)(=O)c2ccc(F)cc2F)cn1
-3.2	9	5	0	6	4	-2	0	-2.4	C/C(=N\NC(=O)c1cc(C)oc1C)c1ccc(N2CCOCC2)cc1
nt	-7	-7	nt	nt	-3	8	nt	nt	CN(C)S(=O)(=O)c1ccc(NC(=O)CN2C(=O)NC(Cc3ccccc3)C2=O)cc1 (stereo unspecified)
-0.6	-10	-9	-9	-2	0	1	9	-0.1	Cc1cccc(/C(N)=N/OC(=O)c2ccoc2C)c1
-0.6	4	-4	-1	-2	1	0	0	-0.8	COc1ccc(C)cc1S(=O)(=O)N1CCCC(C(=O)NCc2ccccn2)C1 (stereo unspecified)
-0.2	10	1	-6	-5	1	6	-12	1.6	CC(C)COc1ccc(Cc2cnc(N)nc2N)cc1
-2.7	-11	-2	-7	4	2	2	3	-5.4	C=CCn1c(SCC(N)=O)nc(C)cc1=O
2.0	5	-7	4	18	0	8	24	-1.0	Cc1cc(=O)[nH]c(NCc2ccccc2)n1
nt	3	-2	nt	nt	-1	2	nt	nt	COc1ccccc1N1C(=O)C(=O)N(C)C1=O
-2.0	-3	-3	10	5	7	2	0	-4.1	O=C(CSc1nc2c([nH]c3ccccc32)c(=O)n1-c1ccccc1)NCC1CCCO1 (stereo unspecified)
-0.2	-1	nt	-20	16	1	7	-80	-4.4	Cc1oc(-c2ccccc2F)nc1CS(=O)(=O)CC(=O)NCCN(C)C1CCCCC1
-1.7	15	-3	2	11	0	3	1	-2.6	CN(c1ccc(C(=O)Nc2ccc(CC#N)cc2)cc1)S(C)(=O)=O
-1.9	19	-6	-10	18	2	-4	3	0.3	CC1(c2ccc3noc(-c4ccc(F)cc4)c3c2)OCCO1
2.4	14	-7	0	0	-1	7	21	1.3	CCCC(O)(CCC)C(=O)NNc1ccc(C)cc1
1.7	-13	-5	-18	4	4	0	3	-4.4	Cc1nc(Oc2cccc(Cl)c2)c2oc3ccccc3c2n1
nt	-5	-3	-9	14	2	7	nt	nt	COc1ccc(C2/C=C\CN(S(=O)(=O)c3ccc4ccccc4c3)CC(=O)N2Cc2ccc(F)cc2)cc1 (stereo unspecified)

Bioassay records as filed in PubChem.
